Assay outcomes: PubChem, several laboratories
GPR35 antagonists: GPR35 antagonists blocking zaprinast-driven arrestin recruitment, primary screen, imaging, U2OS, beta-arrestin-GFP, zaprinast agonist (AID 2058). G-protein coupled receptor 35 (Homo sapiens). U2OS GPR35 beta-arrestin-GFP translocation imaging, zaprinast antagonism; higher % means a stronger effect. inhibition, % at 10 µM; hits with a dose series show IC50 in µM. 290,000 tested, 0.052% active;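 active = inhibition of at least 50% with at least 30 cells and total cytoplasm GFP at most 10,000,000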
GPR55 antagonists: GPR55 antagonists blocking LPI-driven arrestin recruitment, primary screen, imaging, U2OS, beta-arrestin-GFP, LPI agonist (AID 2013). 290,000 tested, 0.13% active. one-dose inhibition, % at 10 µM; IC50 in µM for titrated hits. U2OS GPR55 beta-arrestin-GFP translocation imaging, LPI antagonism; higher % means a stronger effect;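 active = spots per cell inhibited over 60%, with over 100 cells counted and total cytoplasm intensity under 500,000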;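 note: U2OS cells stably carrying GPR55 and arrestin-GFP stimulated by 5 µM LPI near EC80; imaged beta-arrestin-GFP aggregate spots per cell after agonist stimulation; plate controls were LPI-stimulated DMSO wells for no effect and DMSO wells without LPI for full effect; some results filed as inactive read as strong as hits; confirmed hits need IC50 under 10 µM and bright autofluorescent wells are also inconclusive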
HIV fusion peptide: inhibitors of HIV fusion peptide binding, primary screen, biochemical, uHTS, fluorescence dequenching (AID 1986); cell-free peptide binding, fluorescence dequenching, 30 min; higher % means a stronger effect; inhibition, % at 20 µM, or IC50 in µM where a hit was titrated; 290,000 tested, 0.3% active; in the data active = inhibition mostly above about 52%, no sharp cut-off; inactive = mostly below about 76%; note: some results filed as inactive read as strong as hits
Myeloid diff MLP: induction of myeloid progenitor differentiation, primary screen, cell-based, flow cytometry, MLPCN library. ER-HoxA9 myeloid progenitors, lysozyme-GFP differentiation. calls only at 10 µM. 360,000 tested, 1% active. AID 624256, 2012;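 active = normalized GFP-positive differentiation at or above the plate's own cutoff, the solvent-only control mean plus 3 SD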;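 note: cells exposed to compound for four days before flow analysis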
HEK293 NOD2/NF-kB: NOD2 signaling inhibitors, cell-based, luminescence, uHTS, HEK293 (AID 1566); inhibition, % at 4 µM; hits with a dose series show EC50 in µM; 290,000 tested, 0.63% active; HEK293 NOD2/NF-kB luciferase reporter, luminescence; higher % means a stronger effect; note: many of its hits are not listed in these tables
GPR55 activation: GPR55 agonists via beta-arrestin recruitment, primary screen, imaging, U2OS cells, beta-arrestin-GFP redistribution (AID 1961); one-dose activation, % at 10 µM; EC50 in µM for titrated hits; 290,000 tested, 0.048% active; U2OS GPR55 beta-arrestin-GFP redistribution imaging; higher % means a stronger effect; G-protein coupled receptor 55 (Homo sapiens);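 active = activation above 40% with more than 50 cells counted in the well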;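 note: U2OS osteosarcoma cells stably expressing GPR55 and beta-arrestin-GFP; plate controls were DMSO negative control for no effect and LPI positive control for full effect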
NOD1 inhibition: NOD1 signaling inhibitors, primary screen, cell-based, luminescence, uHTS (AID 1578). NOD1-driven NF-kB luciferase reporter cells, luminescence; higher % means a stronger effect. one-dose inhibition, % at 4 µM; EC50 in µM for titrated hits. 290,000 tested, 1% active; in the data active = inhibition mostly above about 36%, no sharp cut-off; inactive = mostly below about 34%;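 note: HEK-293T reporter cells stimulated with the NOD1 agonist gamma-tri-DAP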
KOR beta-arrestin-1: KOR antagonists, beta-arrestin recruitment, cell-based, luminescence, uHTS (AID 1778); one-dose inhibition, % at 10 µM; IC50 in µM for titrated hits; Kappa-type opioid receptor (Homo sapiens); 290,000 tested, 0.091% active; KOR beta-arrestin recruitment, luminescence, antagonist mode; higher % means a stronger effect; note: strong numbers were not always called active
KOR beta-arrestin-2: KOR agonists, beta-arrestin recruitment, primary screen, cell-based, luminescence, uHTS (AID 1777). activation, % at 10 µM, or EC50 in µM where a hit was titrated. Kappa-type opioid receptor (Homo sapiens). 280,000 tested, 0.02% active. KOR beta-arrestin recruitment, luminescence; higher % means a stronger effect; in the data active = activation above about 50%, passing the limit was not always enough; note: a part of the inactive calls stands beside numbers as strong as those of hits
Myeloid diff MLP GFP+ MAC1+ %: recorded beside Myeloid diff MLP, whose call it bears; GFP+ MAC1+ double positive, %; measured here: differentiation confirmed by MAC1 staining
Starred values were filed as active, the others as inactive; i = inactive; / = no result given; + = active, no number; [ ] = dose if it differs, or a comment. Cut-off read from the data, not from the text of the source, unless noted: active = inhibition above about 50%; inactive = the rest. An excerpt (hit frequency here may not be typical).

Each structure is followed by: GPR35 antagonists, GPR55 antagonists, HIV fusion peptide, Myeloid diff MLP, Myeloid diff MLP GFP+ MAC1+ %, HEK293 NOD2/NF-kB, GPR55 activation, NOD1 inhibition, KOR beta-arrestin-1, KOR beta-arrestin-2
> O=C(CCS(=O)(=O)c1ccc(Br)s1)NCc1cccs1
→ -12%, -7%, -0.4%, i, 6.0, -19%, -0.1%, -4%, 5%, 5.2%
> NS(=O)(=O)c1cccc(NC(=O)CSc2nn(-c3ccccc3)c(=S)s2)c1
→ -1%, 22%, 4.4%, i, 0.3, 35%, 0.4%, 40%, -52%, 0.9%
> O=C(NCCc1c[nH]c2ccccc12)/C(=C\c1cccnc1)NC(=O)c1cccs1
→ 0%, 87%, 0.2%, i, 0.6, 11%, -0.3%, -14%, 16%, 5.3%
> C=C(C)CSc1nnc([C@@H]2CCCN2)o1
→ 6%, 2%, 0.7%, i, 0.3, 16%, -0.3%, 2%, 0%, 2.9%
> CCn1c(=N)n(CC(O)c2ccccc2)c2ccccc21 (centres undefined)
→ 7%, 9%, -1.8%, i, 0.8, 7%, 0.2%, 5%, -39%, -0.4%
> C=CCn1c(CCc2ccc(OC(C)C)cc2)n[nH]c1=S
→ 21%, 11%, -0.2%, i, 0.3, -24%, 0.8%, -53%, -39%[20 µM], /
> Nc1ccccc1-c1nnc(-c2ccc(-c3ccccc3)cc2)o1
→ -9%, 0%, 0.5%, i, 7.6, -172%, -0.1%, -81%, 21%, -2.2%
> CCOc1ccccc1CNS(=O)(=O)c1cc(-c2cc(C)no2)ccc1C
→ -2%, -3%, -0.8%, i, 0.9, 9%, -0.1%, -20%, 5%, -7.4%
> COc1ccc(CCNC(=O)c2ccc(CS(=O)Cc3ccc(Cl)cc3)o2)cc1OC (centres undefined)
→ -4%, 6%, 1.4%, i, 1.5, 25%, -0.1%, -7%, -11%, 4.7%
> COc1cc(/C=C/C(=O)NCc2cccnc2)cc(OC)c1OC
→ -6%, 0%, -0.9%, i, 0.3, -7%, -0.1%, 1%, -22%, 4.5%
> Nc1ccc2nc(Cc3ccccc3)[nH]c2c1
→ 2%, -13%, -3.5%, i, 0.2, -22%, -1.9%, -1%, -9%, 7.9%
> COc1ccc(C(=O)CCC(=O)N2CCN(c3ccc(N4CCOCC4)nn3)CC2)cc1
→ 16%, -3%, 2.4%, i, 2.2, 7%, -0.1%, -6%, -15%, -8.3%
> Cc1ccc(OCc2nn3c(-c4n[nH]c5c4CCC5)nnc3s2)cc1
→ -4%, -1%, -0.3%, /, /, 12%, 0.4%, -6%, /, 2.4%
> COc1ccc(CNc2nc(SCc3cc(=O)n4cc(Cl)ccc4n3)nc3ccccc23)cc1
→ -5%, -11%, 3.1%, i, 0.3, -2%, -0.2%, -21%, 28%, 1.7%
> O=C(CNC(=O)c1ccccc1)N/N=C/c1ccc([N+](=O)[O-])o1
→ -7%, 9%, 28%, i, 0.2, 23%, 0.1%, 5%, 9%, -1.7%
> C=CCNC(=S)N1CCN(c2ncc(C(F)(F)F)cc2Cl)CC1
→ 13%, 2%, -1.3%, i, 0.5, 11%, -0.4%, -1%, -5%, /
> CCOc1ccc(N)c(SSc2cc(OCC)ccc2N)c1
→ 7%, 1%, -2.7%, i, 0.5, -3%, -0.1%, -4%, -12%, -2.3%
> CC(=O)NC1(c2ccc(F)cc2)CCN(C(=O)Nc2ccc(F)cc2F)CC1
→ -9%, -10%, 1.5%, i, 1.0, 1%, 0.2%, 0%, -25%, 5.2%
> COc1ccc(CCNCC(=O)Nc2ccccc2C(F)(F)F)cc1
→ -6%, 8%, -0.2%, i, 0.2, -11%, -0.2%, -21%, -29%, 11%
> COC(=O)c1cc(S(=O)(=O)N2CCN(c3ccccc3OC)CC2)cn1C
→ -10%, 4%, 0.1%, i, 1.6, 11%, 0.6%, 15%, -18%, -4.0%
> CCOc1cc2oc(=O)c3c(c2cc1Cl)CCC3
→ 4%, -6%, -1.3%, i, 3.1, 2%, -0.1%, -32%, -16%, -2.9%
> CCc1ccc(/C=C2/SC(=S)N(CCC(=O)NCCCN3CCOCC3)C2=O)cc1
→ 7%, 7%, -1.2%, i, 0.7, 10%, -0.1%, 7%, -26%, 4.9%
> CS(=O)(=O)c1nc(S(=O)(=O)c2ccc(Cl)cc2)c(NCCCn2ccnc2)s1
→ -8%, -21%, 1.0%, i, 1.3, 3%, -0.2%, 32%, -34%, 7.4%
> COc1ccc(N(Cc2ccccc2)S(=O)(=O)c2cc(C(=O)O)ccc2Cl)cc1
→ 1%, 4%, 16%, i, 0.2, 6%, /, -3%, -11%, -3.1%
> COc1ccc(N2CCN(CCNC(=O)Nc3cccc(C)c3C)CC2)cc1
→ -8%, -6%, 1.6%, i, 0.5, 11%, 0.0%, 11%, 16%, -2.9%
> CC(=O)Nc1ccc(NC(=O)c2ccc(NS(=O)(=O)c3cc(C(C)(C)C)cc(C)c3C)cc2)cc1
→ /, 6%, 1.7%, i, 0.7, -8%, -0.3%, -52%, -58%, 3.1%
> Cc1ccc(S(=O)(=O)Nc2ccnc3ccccc23)cc1
→ 11%, 1%, 0.7%, i, 0.3, 20%, -0.1%, 18%, 7%, -3.4%
> CC(C)(C)c1ccccc1NC(=S)NCc1ccccc1
→ 9%, 4%, -1.9%, i, 0.1, 15%, 0.2%, 17%, 10%, 1.9%
> Cc1cc(NC(=O)c2cc3n(n2)C(C(F)(F)F)CC(c2ccc(Cl)c(Cl)c2)N3)no1 (centres undefined)
→ 1%, -1%, 2.0%, i, 0.6, -11%, 0.2%, -25%, -13%, 5.2%
> Cc1[nH]c2ccccc2c1CCNC(=O)c1ccc2c(c1[N+](=O)[O-])C(=O)c1ccccc1C2=O
→ 6%, 20%, -3.4%, +, 4.7*, -17%, 0.7%, -6%, -11%, -0.7%
> CC1CCCCC1NC(=O)COC(=O)C12CC3CC(CC(Cl)(C3)C1)C2 (centres undefined)
→ -4%, 3%, -0.5%, i, 0.6, 3%, 0.0%, -37%, -6%, 4.4%
> Cc1nc2ccccc2c(=O)n1NC(=O)c1ccccc1F
→ 26%, 3%, -1.3%, i, 0.5, -9%, 0.6%, -9%, -11%, -1.1%
> COC(=O)C1=C(C)N(c2cccc(C)c2)C(=O)/C1=C\c1cccs1
→ 10%, -10%, 0.0%, i, 0.0, 16%, -0.1%, 15%, 20%, -2.4%
> Cc1ccc(S(=O)(=O)NCCN=C(CN2CCOCC2)NS(=O)(=O)c2ccc(C)cc2)cc1
→ -5%, 14%, 0.1%, i, 1.1, 3%, 0.9%, 0%, 13%, -4.0%
> COc1ccc(CC(NC(C)=O)C(=O)N2CCN(C(=O)Nc3cccc(F)c3)CC2)cc1OC (centres undefined)
→ 8%, -3%, -0.8%, i, 0.2, 13%, -0.1%, -18%, -28%[20 µM], /
> CCC1SC(CC)C(=O)N(CC(=O)NC2CCCCC2)C1=O (centres undefined)
→ -5%, 4%, 0.3%, i, 0.4, 12%, 0.3%, -32%, -16%, 0.8%
> Cc1ccc(S(=O)(=O)NCC(=O)N2CCc3ccccc3C2)cc1
→ -18%, 7%, -1.8%, i, 0.2, 12%, -0.1%, 9%, -9%[20 µM], 3.8%
> COc1cccc(NC(=S)NCc2ccco2)c1
→ 4%, 9%, 16%, i, 0.6, -2%, 0.0%, -35%, -18%, -1.1%
> CC1CCN(S(=O)(=O)N2CCCC(C(=O)NCc3ccc(F)cc3)C2)CC1 (centres undefined)
→ -13%, 1%, 1.3%, i, 0.4, 19%, -0.1%, -36%, -9%, -1.9%
> FC(F)(F)c1ccc(Cl)c(N/N=C/c2ccc(N3CCOCC3)s2)c1
→ -8%, 11%, 11%, i, 1.4, -1%, -0.4%, 16%, 23%, 1.4%
> O=C(CSc1nccn1Cc1ccco1)Nc1ccccc1
→ 6%, -16%, -2.3%, /, /, 8%, 0.7%, -18%, 7%, 9.2%
> Cc1nnc(NC2(C(F)(F)F)C(=O)Nc3c2c(=O)n(C)c(=O)n3C)s1 (centres undefined)
→ 14%, 5%, 1.1%, i, 0.9, 2%, 0.3%, -15%, -12%, -3.9%
> COCCNC(=O)Cn1ccc2cc(S(=O)(=O)N3CCCCCC3)ccc21
→ -2%, 9%, 0.2%, i, 0.4, 6%, -0.1%, -9%, 7%, 2.1%
> O=C(c1ccccc1)N1CCCC(C(=O)N2CCN(c3ccccc3)CC2)C1 (centres undefined)
→ 2%, 16%, -0.3%, i, 0.4, 17%, -0.1%, -7%, 13%, 5.5%
> O=C(O)CCSCC(=O)Nc1c(C(=O)C2CC2)oc2ccccc12
→ -2%, -8%, 2.7%, i, 0.8, -1%, -0.1%, -6%, -33%, -3.0%
> Cc1ccccc1NC(=O)c1ccccc1NC(=O)c1ccccc1F
→ -8%, 15%, 2.1%, i, 0.9, -10%, 0.0%, -9%, 8%, -1.1%
> O=C(c1ccc(OC2CCN(C(=O)C3CC3)CC2)cc1)N(CCO)Cc1ccccc1
→ -5%, 8%, 1.1%, i, 0.3, 21%, -0.2%, -3%, 22%, -2.5%
> Cn1cc(C(=O)N2CCCCCC2)c(=O)c2cc(S(=O)(=O)N3CCCCC3)ccc21
→ 0%, -6%, 1.0%, i, 4.6, -1%, 0.1%, -22%, -18%, 2.1%
> CC(=O)Nc1nc(SCc2ccc(Cl)cc2Cl)n[nH]1
→ -3%, -7%, 0.1%, i, 3.2, 10%, 0.0%, 20%, 3%, -0.2%
> C=CCN1CC(C(=O)N2CCC(Cc3ccc(Cl)cc3)(C(=O)OCC)CC2)CC1=O (centres undefined)
→ -4%, 8%, -1.2%, i, 0.2, 15%, 0.4%, -8%, 18%, -0.1%
> CC(=O)Nc1cc[n+](CC(=O)c2cccc([N+](=O)[O-])c2)cc1
→ 0%, 6%, -1.6%, i, 0.5, 14%, -0.3%, -20%, -4%[20 µM], -8.0%
> Cc1cc(CN2CCOCC2)c(O)c(C2(C)CCCCC2)c1
→ 5%, -4%, -0.9%, i, 1.1, -6%, -0.1%, -7%, 47%, 1.5%
